# Assay outcomes: PubChem BioAssay, several laboratories
# CIT2 TOR yeast = modulators of TOR pathway CIT2-GFP in S. cerevisiae; S. cerevisiae CIT2-GFP strain, flow cytometry, 3 h; 100 means same as DMSO wells; AID 2029; GFP response vs DMSO, % at 10 µM; actives 0.065% (n = 320,000);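 active = GFP response relative to DMSO above a set limit, near the screen mean plus 3 SD, cut at about 150% in these data; inconclusive = Fewer than 70 cells measured for a yeast strain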;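 note: ratio of well median GFP fluorescence to mean of DMSO wells on the plate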
# MEP2 TOR yeast = modulators of TOR pathway MEP2-GFP in S. cerevisiae; S. cerevisiae MEP2-GFP strain, flow cytometry GFP, 3 h; 100% = DMSO control level; GFP response vs DMSO, % at 10 µM; actives 0.51% (n = 330,000); AID 2016;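 active = GFP response versus DMSO above a set limit, roughly screen mean plus 3 SD, cut at about 180% in these data; inconclusive = fewer than 70 cells counted for a yeast strain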;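 note: median GFP fluorescence of the barcode-gated MEP2-GFP cells per well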
# AHR activator = activates the human aryl hydrocarbon receptor; activation, % at 5 µM; P35869; AHR-responsive luciferase reporter cells, luminescence; actives 2.5% (n = 320,000); in the data active = activation above about 47%;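 note: 0% = vehicle wells and 100% = reference agonist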
# Target sequence (P35869 whole entry, looked up): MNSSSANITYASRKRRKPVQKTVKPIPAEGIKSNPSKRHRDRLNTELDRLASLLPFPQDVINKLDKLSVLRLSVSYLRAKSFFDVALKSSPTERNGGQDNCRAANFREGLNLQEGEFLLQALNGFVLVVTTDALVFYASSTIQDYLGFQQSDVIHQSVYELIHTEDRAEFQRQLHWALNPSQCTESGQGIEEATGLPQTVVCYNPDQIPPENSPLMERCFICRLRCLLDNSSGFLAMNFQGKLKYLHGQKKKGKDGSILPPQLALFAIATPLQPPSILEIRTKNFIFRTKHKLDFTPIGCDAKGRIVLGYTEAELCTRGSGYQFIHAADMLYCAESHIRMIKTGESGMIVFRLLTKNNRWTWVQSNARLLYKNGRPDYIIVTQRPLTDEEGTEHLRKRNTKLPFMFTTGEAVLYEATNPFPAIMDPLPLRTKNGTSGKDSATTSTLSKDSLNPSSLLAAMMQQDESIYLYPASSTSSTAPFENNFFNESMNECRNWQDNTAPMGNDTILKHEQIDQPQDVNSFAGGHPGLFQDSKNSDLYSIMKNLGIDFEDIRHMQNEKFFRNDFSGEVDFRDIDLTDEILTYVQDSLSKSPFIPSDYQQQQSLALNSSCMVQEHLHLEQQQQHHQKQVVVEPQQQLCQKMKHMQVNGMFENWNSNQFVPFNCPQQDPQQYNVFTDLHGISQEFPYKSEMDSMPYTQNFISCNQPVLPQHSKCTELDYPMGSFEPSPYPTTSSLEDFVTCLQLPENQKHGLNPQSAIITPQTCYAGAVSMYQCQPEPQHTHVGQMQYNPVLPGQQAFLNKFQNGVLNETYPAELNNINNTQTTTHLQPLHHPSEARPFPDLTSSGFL
# CR mimetic SO = lowers age-related superoxide in aged yeast cells; S. cerevisiae aged cells, superoxide DHE fluorescence; active compounds read low; superoxide response (% of plate mean), % at 10 µM; actives 0.18% (n = 330,000);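 active = superoxide response under a set limit, about three screen SD below normal, cut at about 65% in these data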;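 note: yeast aged for seven days with compound at 30 °C before DHE staining; 100% = average MFI of all compound-treated wells on the plate with controls excluded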
# RPL19A-GFP yeast = yeast TOR pathway RPL19A-GFP modulation | actives 0.3% (n = 330,000) | percent response vs DMSO, % at 10 µM | AID 2025 | S. cerevisiae RPL19A-GFP strain, flow cytometry, 3 h; active compounds read low;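 active = percent response vs DMSO below 50%; inconclusive = fewer than 70 events counted for the yeast strain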;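 note: median channel GFP fluorescence of the barcoded RPL19A-GFP strain; ratio of sample median GFP to plate DMSO average so 100% = DMSO; lower means less RPL19A-GFP as with rapamycin TOR inhibition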
# Efflux pump mplx = inhibitors of Candida antifungal efflux pumps expressed in yeast; actives 0.44% (n = 330,000); AID 485275; inhibition, % at 10 µM; S. cerevisiae Candida pump triplex, Nile Red efflux;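 active = plate passing quality check with inhibition over a set limit, or well fluorescence over plate mean plus 4 SD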;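 note: Nile Red retained in pooled yeast measured as flow cytometry median fluorescence; 0% = buffer negative control and 100% = Enniatin B positive control; higher means more Nile Red kept so more efflux inhibition; some compounds called inactive have numbers as strong as hits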
# AGP1-GFP MLPCN = alters AGP1-GFP fluorescence in TOR pathway yeast screen | S. cerevisiae AGP1-GFP multiplex flow cytometry, 3 h; GFP as percent of DMSO wells | GFP response vs DMSO, % at 10 µM | actives 0.02% (n = 320,000) | AID 2066;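 active = GFP response relative to DMSO above a set limit, near screen average plus 3 SD, cut at about 150% in these data; inconclusive = fewer than 70 cells counted for the yeast strain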;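 note: median GFP channel fluorescence of the gated AGP1 strain per well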
# LAP4-GFP MLPCN = yeast TOR pathway LAP4-GFP modulation; S. cerevisiae LAP4-GFP multiplex, flow cytometry GFP, 3 h; median GFP as percent of DMSO wells; GFP response vs DMSO, % at 10 µM; actives 0.34% (n = 320,000);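 active = GFP response vs DMSO above a set limit, about the screen mean plus 3 SD, cut at about 150% in these data; inconclusive = under 70 cell events counted for the yeast strain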
# * = called active by the depositor; ? = inconclusive; · = no result given; [ ] = remark or other dose.
SMILES,CIT2 TOR yeast,MEP2 TOR yeast,AHR activator,CR mimetic SO,RPL19A-GFP yeast,Efflux pump mplx,AGP1-GFP MLPCN,LAP4-GFP MLPCN
CCC(C)NC(=O)c1ccccc1-c1nc2ccccc2[nH]1 (configuration not stated),95,121,21,98,92,0.1,72,91
CCCCN(C(=O)c1cc2ccccc2o1)c1c(N)n(CCC)c(=O)[nH]c1=O,100,105,-2,86,101,-0.1,100,100
COc1cc2c(C(=O)NCc3ccc4c(c3)OCO4)cn(C)c(=O)c2cc1OC,90,101,4,105,100,-0.1,99,102
O=C(COc1ccc(F)cc1)N1CCCc2ccccc21,99,110,0,97,102,0.0,96,97
O=C1NC2(CCC3(CC2)OCCO3)NN1c1ccccc1,108,100,19,106,98,-0.1,108,110
CCOC(=O)c1c(NC(=O)CN2C(=O)NC(C)(c3ccc(OC(F)F)cc3)C2=O)sc(C)c1C (configuration not stated),93,102,5,108,100,0.1,95,91
CCOc1ccc(C(=O)c2nc3c(n2O)CCCC3)cc1,89,101,6,111,96,0.2,92,103
N#Cc1ccccc1NC(=O)CNc1ccccc1N1CCCCC1,104,106,12,96,104,0.0,101,99
COc1ccccc1N1CCN(S(=O)(=O)CCNC(=O)c2cc(=O)c3ccccc3o2)CC1,99,105,2,97,102,0.0,100,95
Cc1c(C)c2c(OCC(=O)N3CCC(C(=O)NCC(C)C)CC3)cc3c(c2oc1=O)CCC(C)(C)O3,98,98,3,96,97,0.1,100,93
COc1cccc(CNC(=O)CCCN2C(=O)C(c3ccccc3)Oc3cccnc32)c1OC (configuration not stated),104,101,3,115,104,-0.2,105,98
CCOC(=O)c1ccccc1NC(=O)COc1coc(CN2CCc3ccccc32)cc1=O,73,93,5,99,89,0.0,86,110
CCOC(=O)Cc1csc(NC(=S)NC(=O)C(C)(C)C)n1,100,94,-2,107,104,0.1,96,85
O=C(NCC1CC1)c1ccc(Oc2cc(Cl)cc(Cl)c2)o1,70,93,0,99,94,0.5,79,148
Cc1ccc(/C=N/NS(=O)(=O)c2ccc([N+](=O)[O-])cc2)o1,96,100,-1,106,99,-0.1,93,92
COc1ccccc1CN1C(=O)[C@@H]2C(CC(N)=O)NC3(C(=O)Nc4c3ccc(Cl)c4C)[C@@H]2C1=O (some centres not stated),97,98,9,116,98,-0.1,99,98
NCCNc1cc(N2CCCC2)ccc1[N+](=O)[O-],100,100,2,93,101,-0.1,96,88
O=C(NCc1ccccn1)C(=O)NCC1OCCCN1S(=O)(=O)c1ccc(F)cc1 (configuration not stated),94,95,4,98,94,0.1,109,103
CC1CN(S(=O)(=O)c2ccc(C(=O)N(CCCN(C)C)c3nc4cc5c(cc4s3)OCCO5)cc2)CC(C)O1 (configuration not stated),104,106,-8,124,100,0.1,101,101
Cc1nc(NCc2ccccc2)c(C(N)=O)c2c1COC(C)(C)C2,97,95,12,103,94,0.0,100,101

# Single entries from above:
# MEP2 TOR yeast result of NCCNc1cc(N2CCCC2)ccc1[N+](=O)[O-] reads 100
# CR mimetic SO result of Cc1ccc(/C=N/NS(=O)(=O)c2ccc([N+](=O)[O-])cc2)o1 reads 106
# AHR activator result of CCOC(=O)Cc1csc(NC(=S)NC(=O)C(C)(C)C)n1 reads -2

# Carrying on:
SMILES,CIT2 TOR yeast,MEP2 TOR yeast,AHR activator,CR mimetic SO,RPL19A-GFP yeast,Efflux pump mplx,AGP1-GFP MLPCN,LAP4-GFP MLPCN
Cc1ccc(S(=O)(=O)/N=C(/Nc2ccc3[nH]c(=O)[nH]c3c2)c2ccc(F)cc2)cc1,103,109,1,100,107,-0.1,105,91
CCOc1c(Br)cc(/C=C(\C#N)C(=O)NC2CC2)cc1OC,95[may fluoresce green],105[may fluoresce green],11,95,110[may fluoresce green],-0.1,112[may fluoresce green],154*[may fluoresce green]
CCOC(=O)C1=C(C)N(Cc2ccccc2)C(=O)NC1c1ccccc1OS(=O)(=O)c1ccccc1[N+](=O)[O-] (configuration not stated),99,96,0,94,99,0.0,105,96
O=S1(=O)N=C(N2CCc3ccccc3C2)c2ccccc21,?,336*[may fluoresce violet],-2,94,43*[may fluoresce violet],0.0,?,87[may fluoresce violet]
Cc1cc(NC(=O)CC(C)C)c(=O)n(Cc2ccccc2F)c1,108,110,2,98,108,-0.1,100,94
CN(c1ccc(OCC(=O)N2CCCCC2)cc1)S(=O)(=O)c1cccs1,122,128,2,98,111,-0.2,117,126
COc1ccccc1NC(=S)N=Nc1c(O)[nH]c2ccc(Br)cc12,101,102,21,92,100,-0.2,106,103
CCOc1cc(/C=N\NC(=O)Cc2ccccc2)ccc1OCC(=O)Nc1ccc(C)c(C)c1,100,103,5,102,97,0.0,98,98
CC1S/C(=C(\C#N)C(=O)NCc2ccco2)N(c2ccc(F)cc2)C1=O (configuration not stated),81,87,18,102,96,0.1,86,87
CCCN1CCN(S(=O)(=O)c2c(C)[nH]c(C)c2C(=O)N2CCCCC2)CC1,100,87,-1,129,94,0.1,98,93

# Brought forward from above: two compounds, followed by the next part.
SMILES,CIT2 TOR yeast,MEP2 TOR yeast,AHR activator,CR mimetic SO,RPL19A-GFP yeast,Efflux pump mplx,AGP1-GFP MLPCN,LAP4-GFP MLPCN
CC1S/C(=C(\C#N)C(=O)NCc2ccco2)N(c2ccc(F)cc2)C1=O (configuration not stated),81,87,18,102,96,0.1,86,87
CCCN1CCN(S(=O)(=O)c2c(C)[nH]c(C)c2C(=O)N2CCCCC2)CC1,100,87,-1,129,94,0.1,98,93
O=[N+]([O-])c1cccc(S(=O)(=O)N/N=C\c2ccc3c(c2)OCO3)c1,81,102,·,108,116,-0.2,92,75
CCCCN1CC(=O)N2[C@H]3c4cc(Cl)ccc4OC[C@@H]3[C@H](C(=O)OCC)[C@]2(C)C1=O,92,101,0,90,92,0.2,92,96
C=CCSc1nnc(N2C(=O)C(O)=C(C(=O)c3ccco3)C2c2ccccc2F)s1 (configuration not stated),87,88,7,111,91,0.0,88,87
CCOC(=O)C1(CC)NC(c2ccco2)C2C(=O)N(CC)C(=O)C21 (configuration not stated),95,101,4,97,105,0.5,·,97
O=C(NCCN1CCN(c2ccccc2F)CC1)C1CCCN(S(=O)(=O)c2cnc[nH]2)C1 (configuration not stated),105,100,-2,102,106,0.0,110,101
COc1ccc(CCC(=O)NCCS(=O)(=O)N2CCN(c3ccccc3OC)CC2)cc1,110,97,2,89,104,0.1,104,103
Cc1c(Cl)cccc1NC(=O)CCN1CCC(C(N)=O)CC1,104,105,-1,88,102,-0.2,95,80
COc1cc(/C=N/Nc2ccc(Cl)c(C(=O)O)c2)ccc1OC(=O)c1ccccc1F,105,104,4,107,101,-0.1,99,95
O=c1c2c3c(sc2nc2sc(C4CC4)nn12)CCCC3,107,101,11,110,93,0.0,100,92
CCCc1cc(=O)[nH]c(SCC(=O)c2cc(C)n(CCOC)c2C)n1,94,101,12,104,101,0.2,107,112
COc1cc2c(cc1OC)C1(CCCC1)C(N)=C2C#N,104,99,48*,98,100,-0.1,108,102
COc1ccc(C)cc1S(=O)(=O)N1CC(C)OC(C)C1 (configuration not stated),97,86,0,97,91,-0.1,95,91
Cc1ccc(NC(=O)COC(=O)CCc2nc3ccccc3n2-c2ccccc2)c(C)c1,98,104,0,83,97,-0.1,100,92
Cc1cccc(-n2c(O)c(C=Nc3c(C)n(C)n(-c4ccccc4)c3=O)c3ccccc3c2=O)n1,100,100,0,102,97,0.1,99,98
COc1ccc(OC)c(CN2CCN(CC(=O)Nc3ccccc3C(=O)NC3CC3)CC2)c1,91,102,0,89,103,0.1,99,110
Cc1cc(OCC(=O)NCc2ccncc2)c2c(C)c(C)c(=O)oc2c1,92,102,32,97,97,0.1,98,95
CC(C)(C)C(=O)Nc1ccc(C(=O)NCc2cccnc2)cc1,105,107,2,106,103,0.1,102,101
Cc1nc(NC(C)C)c2cnn(CCc3ccccc3)c2n1,94,100,59*,103,100,0.1,102,97
CC(C)C(=O)Nc1cccc(C(=O)Nc2ccc(S(=O)(=O)Nc3nccs3)cc2)c1,104,117,-3,94,110,0.0,103,102
Cc1ccc(NC(=O)COC(=O)CC2CCCC2)cc1Cl,101,102,0,100,100,-0.1,90,97
CCS(=O)(=O)n1nc(-c2ccc(Cl)cc2)nc1SC,119,112,-2,95,103,-0.1,108,83
CCOc1ccccc1-c1nnc(SCC(=O)Nc2ccccc2)o1,99,106,29,115,106,-0.1,105,111
O=C(/C=C/c1ccc(Cl)c(C(F)(F)F)c1)N1CCN(c2ccccn2)CC1,99,104,3,98,94,-0.1,97,115
O=C(COc1ccc(Cl)cc1Cl)NC(=O)c1ccccc1,97,98,-2,98,85,0.0,97,95
Nn1cc(-c2ccccc2)nc1SCC(=O)Nc1ccc2c(c1)OCO2,102,88,69*,91,107,0.0,102,95
Cc1ccc2cccc(SCC(=O)NCc3ccco3)c2n1,100,100,-1,97,98,0.0,104,94
Cc1nnc(SCC(=O)Nc2sc3c(c2C#N)CCCCC3)n1N,117,118,8,99,109,0.0,114,112
COc1cccc(C2CC(=O)NC3=C2C(=O)CCC3)c1 (configuration not stated),96,98,-1,103,101,0.1,99,102
COc1ccccc1CNC(=O)CN1C(=O)NC2(CCC(C)CC2)C1=O (configuration not stated),103,100,0,84,100,-0.1,102,91
N#Cc1cnc2ncnn2c1-c1ccccc1,95,105,-3,96,99,0.1,96,94
O=C(c1cccs1)N(C(=O)c1cccs1)c1ccc(Br)cn1,94,91,11,77,102,-0.2,82,97
COc1cccc(-n2c(SCC(N)=O)nc3c([nH]c4ccccc43)c2=O)c1,102,105,75*,102,101,0.0,101,97
Cc1ccc(/C=N/n2c(-c3ccccn3)n[nH]c2=S)o1,93,95,1,83,96,0.1,104,108
CCN(CC(=O)Nc1ccccc1OC)C(=O)C1CC2C=CC1C2 (configuration not stated),101,111,3,92,104,-0.1,113,99
COc1ccc(C)cc1N(C)C(=O)Cc1c(C(=O)O)n(C)c2ccccc12,89,85,11,99,92,-0.3,82,80
NC(=O)c1ccc(SCC(=O)OCC(=O)NCC2CCCCC2)c([N+](=O)[O-])c1,96,92,2,104,96,0.0,105,109
CCOC(=O)N1CCN(c2c(N3CCN(c4ccccc4OC)CC3)c(=O)c2=O)CC1,105,102,1,91,101,0.0,103,95
CC(C)CCn1c(SCC(=O)OCn2nnc3ccccc3c2=O)nc2ccccc2c1=O,103,114,2,107,103,-0.3,108,112
O=C(Nc1ccc2cn[nH]c2c1)c1ccccc1F,106,99,105*,96,96,-0.1,94,91
COC(=O)c1c(C)[nH]c(C(=O)OCc2csc(CC(=O)Nc3ccccc3C)n2)c1C,?,?,6,110,?,0.1,?,107[may fluoresce red and violet]
CCOc1cc(C2C(C(=O)c3ccccc3)=C(C(=O)OC)Nc3nnnn32)ccc1O (configuration not stated),99,101,0,101,99,0.0,101,102
CCSc1nnc2ccc(-c3cccs3)nn12,93,125,0,102,94,0.0,91,107
N#Cc1ccccc1OCC(=O)NCC(c1cccs1)N1CCOCC1 (configuration not stated),108[may fluoresce green],94[may fluoresce green],10,102,99[may fluoresce green],-0.1,101[may fluoresce green],101[may fluoresce green]
Cc1ccc(NC2CCCN(C(=O)c3cc4ncccn4n3)C2)cc1C (configuration not stated),98,95,13,85,94,0.5,104,108
O=C(NNc1ccc([N+](=O)[O-])cc1)C1C2CCCCC21 (configuration not stated),107,105,-2,92,104,-4.3,103,103
CN1C(=S)SC(C)(NO)C1(C)C (configuration not stated),100,102,-3,98,104,0.0,106,102
Nc1ccc2nc(-c3cccnc3)[nH]c2c1,100,104,13,106,101,0.0,100,98
Cc1cc(C(=O)N2CCN(c3cc(Cl)ccc3C)CC2)on1,102,105,-6,96,108,0.0,101,117
COc1ccccc1N1CCN(C(=O)C2CCC(Cn3c(=S)[nH]c4ccccc4c3=O)CC2)CC1 (configuration not stated),77,96,1,136,95,0.6,97,88
